EP2 mod: EP2 receptor modulators, cAMP readout, primary screen, cell-based, HTRF cAMP, PGE2 stimulation; induction, % at 25 µM; Prostaglandin E2 receptor EP2 subtype (Homo sapiens), P43116; EP2-expressing cells, cAMP HTRF FRET, PGE2 co-stimulation; AID 940, 2007; actives 0.83% (n = 260,000);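 active means compounds whose cAMP rise, as percent of the full-agonist control response, exceeds 60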;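 further: rat C6 glioma line stably carrying human EP2 under a CMV promoter; the protocol text gives 20 µM as final concentration; 100% = response of wells given 1 µM PGE2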
14-3-3 Bad inh: inhibitors of 14-3-3 zeta/Bad binding, primary screen, biochemical, TR-FRET, bovine 14-3-3 zeta; TR-FRET 14-3-3zeta/Dy647-pBad peptide displacement, 1 h; actives 0.71% (n = 220,000); 14-3-3 protein zeta/delta (Bos taurus), P63103; inhibition, % at 21.7 µM;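 active means inhibition above about 70%, limit read from the data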;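 further: 0% = full 14-3-3 plus peptide FRET controls and 100% = background without 14-3-3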
TRPN1 ag: zebrafish TRPN1 channel agonists, primary screen, cell-based, HEK293, calcium fluorescence | HEK293 zebrafish TRPN1-YFP, Fluo-8 calcium fluorescence; 100% = response to 87 µM carbachol | activation, % at 3 µM | actives 0.18% (n = 220,000) | AID 1424, 2008;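 active means activation above its plate's cutoff, the mean activation of test wells on that plate plus 3 SD, cut at about 19% in these data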;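 further: 0% = DMSO alone and 100% = 87 µM carbachol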
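System: zebrafish TRPN1-YFP in HEK293 cells / Dosing: 3 µM single point / Timing: dye loading 1 h at 37 °C, then 30 min room temperature / Signal: Fluo-8 calcium fluorescence, excitation 470-495 nm, emission 515-575 nm / Read-out basis: percent activation from peak over basal fluorescence ratio, control-normalized / Control set: high carbachol 87 µM, low DMSO alone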
PPC-1+TRAIL kill: compounds killing PPC-1 cancer cells with TRAIL present, primary screen, TRAIL potentiator project, ATPLite luminescence, uHTS. PPC-1 cells + TRAIL, ATPLite viability luminescence. cell killing (% activity), % at 4 µM. actives 0.41% (n = 220,000). AID 1443, 2008;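 active means cell killing above 50% in the first pass at 4 µM, then a duplicate retest at 5 µM averaging 50% or more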;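 further: plate controls were cells with TRAIL plus DMSO for no effect and medium-only wells lacking cells for full effect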
NPY-Y1 PAM-ag: NPY-Y1 receptor potentiators or agonists, primary screen, cell-based | Neuropeptide Y receptor type 1 (Homo sapiens), P25929 | NPY-Y1 expressing cells, potentiator/agonist activation | activation, % at 3.6 µM | actives 0.37% (n = 220,000); in the data active means activation above about 33%, passing the limit was not always enough;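 further: cells stimulated with NPY at EC10 then isoproterenol at EC100; 0% = low agonist plus stimulus and 100% = saturating agonist plus stimulus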
Target sequence (P25929 whole entry, looked up): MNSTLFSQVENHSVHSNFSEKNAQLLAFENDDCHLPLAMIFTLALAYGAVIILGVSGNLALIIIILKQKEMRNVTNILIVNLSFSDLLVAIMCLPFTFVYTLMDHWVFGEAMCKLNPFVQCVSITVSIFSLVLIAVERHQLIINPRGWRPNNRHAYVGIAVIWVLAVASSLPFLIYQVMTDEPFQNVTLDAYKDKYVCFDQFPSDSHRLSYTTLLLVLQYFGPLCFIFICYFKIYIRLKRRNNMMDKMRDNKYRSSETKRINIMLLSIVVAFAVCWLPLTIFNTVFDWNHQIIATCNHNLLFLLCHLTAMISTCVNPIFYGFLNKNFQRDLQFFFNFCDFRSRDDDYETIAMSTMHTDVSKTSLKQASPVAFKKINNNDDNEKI
NPY Y1 blocker: NPY-Y1 receptor antagonists, primary screen, cell-based; HEK293-CNG Y1 cells, membrane potential fluorescence; NPY at EC95, then isoproterenol; AID 1040, 2008; actives 1% (n = 200,000); inhibition, % at 3.6 µM;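 active means inhibition above the campaign mean inhibition of all tested compounds plus 3 SD, cut at about 20% in these data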;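 further: 0% = DMSO wells given NPY plus isoproterenol and 100% = isoproterenol alone without NPY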
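Material: HEK293 Y1/CNG channel cell line | Also added: NPY (25 nM), isoproterenol (1 µM), Ro 20-1724 (25 µM) | Compound: One concentration, 3.6 µM, in 0.4% DMSO | Schedule: 3 h dye uptake, 1 h room-temperature compound, 45 min post-isoproterenol | Signal: Membrane-potential fluorescent dye readout | Read-out: % inhibition of NPY effect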
EP2 antag: human EP2 receptor antagonists, primary screen, TR-FRET cAMP, C6 glioma cells; C6 glioma cells expressing human EP2; cells stimulated with saturating PGE2; inhibition, % at 25 µM; AID 1422, 2008; Prostaglandin E2 receptor EP2 subtype (Homo sapiens), P43116; actives 0.52% (n = 260,000);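 active means percent inhibition above 40 after rounding to a whole number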;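 further: rat C6 glioma host cells with rolipram phosphodiesterase inhibitor present; the protocol text gives 20 µM as final concentration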
CHOP inhibitor: inhibitors of CHOP promoter induction, primary screen, cell-based, unfolded protein response, luciferase reporter. AID 2732, 2010. inhibition, % at 10 µM. CHO-K1 CHOP-promoter luciferase, tunicamycin-induced, 15-18 h. actives 3.8% (n = 220,000);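 active means compounds that reduced the stress-induced luciferase reporter signal by more than about 70% of percent inhibition, limit read from the data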;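 further: 0% = tunicamycin plus vehicle and 100% = wells without tunicamycin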
TRPML3 agonist: human TRPML3 channel agonists, primary screen, cell-based, HEK293 TRPML3-YFP, Fluo-8 calcium fluorescence, 3 µM; activation, % at 3 µM; 100% = the carbachol control signal; Mucolipin-3 (Homo sapiens), Q8TDD5; actives 0.29% (n = 220,000);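 active means activation above its plate's cutoff, the mean activation of the plate's test wells plus 3 SD, cut at about 12% in these data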;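 further: 0% = DMSO only wells and 100% = carbachol wells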
Target sequence (Q8TDD5 whole entry, looked up): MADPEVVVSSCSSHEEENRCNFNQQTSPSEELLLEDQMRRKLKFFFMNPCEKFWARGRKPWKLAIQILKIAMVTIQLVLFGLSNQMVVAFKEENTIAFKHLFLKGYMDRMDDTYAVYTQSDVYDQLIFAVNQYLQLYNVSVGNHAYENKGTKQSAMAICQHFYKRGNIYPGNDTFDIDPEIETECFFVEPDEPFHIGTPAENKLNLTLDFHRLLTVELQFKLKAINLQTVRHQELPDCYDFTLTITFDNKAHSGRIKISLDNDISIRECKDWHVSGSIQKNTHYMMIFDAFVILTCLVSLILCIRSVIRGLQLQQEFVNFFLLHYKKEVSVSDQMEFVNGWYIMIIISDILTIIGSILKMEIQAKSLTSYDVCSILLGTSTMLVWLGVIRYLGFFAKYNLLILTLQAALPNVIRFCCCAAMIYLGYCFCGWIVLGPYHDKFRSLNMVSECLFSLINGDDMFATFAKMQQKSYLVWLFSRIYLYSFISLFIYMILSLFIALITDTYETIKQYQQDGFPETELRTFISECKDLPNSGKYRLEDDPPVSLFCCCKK
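Material: HEK293 cells stably carrying human TRPML3-YFP; compound dosing: single dose, 3 µM final nominal compound, 0.3% DMSO final; incubation: 1-h 37 °C dye load, 5-s basal, 120-s post-compound reads; technique: Fluo-8 intracellular calcium fluorescence, excitation 470-495 nm, emission 515-575 nm; read-out basis: percent activation from peak-to-basal fluorescence ratio, scaled between DMSO and carbachol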
An asterisk follows results filed as active; x = not tested or not shown; & = joins results of further samples; [ ] = another dose, or the depositor's remark.

molecule	CHOP inhibitor	EP2 antag	NPY Y1 blocker	EP2 mod	TRPN1 ag	TRPML3 agonist	14-3-3 Bad inh	PPC-1+TRAIL kill	NPY-Y1 PAM-ag
CCC(=NCc1cccnc1)c1c(O)n(Cc2ccccc2)c(=O)[nH]c1=O	16.8	3.6	-5.0	-7.8	-0.4	-0.6	-2.1	12.6	-1.6
O=C1C2CCCN2C(c2cccnc2)N1c1ccc(Cl)c(Cl)c1 (configuration not stated)	4.6	5.2	1.3	-2.1	0.7	-0.1	-2.3[fluorescence artefact?]	26.1	6.4
CCNCC1(c2ccc(OC)c(OC)c2)CCCC1	-24.6	14.2	1.9	-17.0	1.3	0.7	2.8	-7.4	-7.0
O=C(c1cccc(C(F)(F)F)c1)C1CCCN(Cc2ccccc2O)C1 (configuration not stated)	55.1	3.4	1.5	-21.8	0.1	0.5	1.0	-2.1	1.5
O=C(Cc1ccccc1)N1CCN(CC2CC=CCC2)CC1 (configuration not stated)	-6.9	x	0.9	8.0	0.5	0.3	77.2*	-9.6	3.5
CC1OC(NCCc2ccccc2)C(O)C(O)C1O (configuration not stated)	36.5	9.6	1.4	11.4	-0.9	-0.2	3.8	22.4	17.7
Cc1ccc(OCC(=O)Nc2ccc(Cl)cc2C(=O)c2ccccc2)cc1	12.0	4.8	-1.7	34.0	-0.3	0.3	0.2	6.8	-3.6
O=C1NC(=O)C(CCc2ccncc2)(Cc2cccc(Cl)c2Cl)C(=O)N1c1ccc(Br)cc1 (configuration not stated)	33.7	9.7	-10.3	-15.7	-2.3	-0.8	-1.7	0.4	42.5
COc1ccc(CNC(=O)/C=C/c2ccc3[nH]cc(CCN(C)C)c3c2)cc1	-1.9&-20.2	22.4&10.1	x	-20.8&-32.2	x	x	1.9	15.4	x
CN1CCC(O)(c2ccccc2)C2CCCC21 (configuration not stated)	13.8	4.3	2.9	-6.7	-0.6	0.8	-11.0	29.6	2.7
CCn1c(O)c(C=NCc2ccccc2)c(=O)[nH]c1=S	30.8	5.9	2.6	-34.1	1.2	0.7	-10.2	0.3	16.2
COCCCNC(=O)c1c(NC(=O)c2ccco2)n(Cc2ccccc2)c2nc3ccccc3nc12	21.6	27.2	5.1	41.3	1.0	0.2	8.4	6.9	7.9
Cc1ccccc1NC(=O)CCl	-10.5	10.8	x	-13.6	0.3	0.9	2.6	21.5	-3.2
C[n+]1c(-c2ccccc2)cc(-c2ccc(O)cc2)cc1-c1ccccc1	14.2	3.6	-5.6	1.1	-0.8	0.5	-14.8	22.7	17.6
CC(=NCC1CCCO1)c1c(O)n(Cc2ccccc2)c(=O)[nH]c1=O (configuration not stated)	16.2	9.6	9.5	32.8	0.4	0.4	-8.6[fluorescence artefact?]	9.0	-12.0
C=C1C[C@@H]2[C@H](CC[C@]3(C)C(=O)CC[C@@H]23)[C@@]2(C)C=CC(=O)C=C12	-2.1	20.0	0.0	x	0.4	-0.2	3.1	18.6	-15.3
CC12CN3CCN(CC(C3)C1O)C2 (configuration not stated)	46.5	11.7	-5.3	10.9	1.5	0.4	-0.8	7.1	14.4
O=C1C(c2ccccc2)=C(N2CC2)c2ccccc21	27.1	7.8	-1.5	-32.1	-1.4	-1.5	2.2	-17.9	7.2
O=C(NC1CN2CCC1CC2)c1cc(Cl)c([N+](=O)[O-])c2nc[nH]c12 (configuration not stated)	4.3	11.4	-4.2	-1.9	0.1	-0.1	1.6	15.8	-4.7
O=C1NC(=O)N(Cc2ccc(F)cc2)C(=O)/C1=C/c1cccs1	54.6	92.6*	0.8	-64.9	1.0	1.3	11.7	x	13.0
CCOC(=O)c1c(C)n(C(C)C)c2ccc(OC(=O)c3ccc(N4C(=O)CCC4=O)cc3)cc12	25.5	6.5	-5.0	23.7	1.5	-0.5	4.8	11.7	-10.6
COC(=O)CCCNC(=O)CN1CC(c2ccccc2)CC1=O (configuration not stated)	-4.2	12.5	6.1	7.2	1.0	0.9	5.4	-10.1	5.7
CCN1CCN(c2nc3c(c(=O)[nH]2)CCCC3)CC1	12.0	4.9	14.5	0.4	0.5	1.1	-7.0[fluorescence artefact?]	0.5	-1.7
COc1cc(CN=C(C)c2c(O)n(C)c(=O)n(C)c2=O)cc(OC)c1	16.0	3.0	x	-19.1	2.0	0.6	-0.9	6.5	-5.3
Cn1c(O)c(C=NC2CCN(Cc3ccccc3)CC2)c(=O)[nH]c1=O	-3.9	8.6	x	-14.8	0.8	0.7	0.5	-3.9	1.7
Cc1nc2ccccc2c(=O)n1-c1cccnc1	9.4	6.6	3.0	10.4	1.3	0.4	x	9.5	-0.4
CCC/C(=N\O)c1c[nH]c2ccccc12	17.4	7.9	0.4	-6.9	-0.8	-0.4	-0.7	5.3	-15.2
CN1CCN(c2ncnc3c2cnn3C)CC1	-8.2	6.4	x	-6.4	2.3	0.4	-0.3	17.8	-13.6
COc1ccc2c(CCN)c[nH]c2c1	-3.0	21.4	3.9	-2.1	1.4	0.9	11.5[fluorescence artefact?]	22.0	15.3
COc1ccc(/C=C2\C(=O)NC(=S)N(C)C2=O)cc1C	-11.2	2.6	1.0	-30.3	0.2	0.7	6.6	-11.2	7.2

Compound profiles, from the list above. Order of screens: CHOP inhibitor | EP2 antag | NPY Y1 blocker | EP2 mod | TRPN1 ag | TRPML3 agonist | 14-3-3 Bad inh | PPC-1+TRAIL kill | NPY-Y1 PAM-ag
COc1ccc(/C=C2\C(=O)NC(=S)N(C)C2=O)cc1C across the screens: -11.2 | 2.6 | 1.0 | -30.3 | 0.2 | 0.7 | 6.6 | -11.2 | 7.2
COc1ccc2c(CCN)c[nH]c2c1 across the screens: -3.0 | 21.4 | 3.9 | -2.1 | 1.4 | 0.9 | 11.5[fluorescence artefact?] | 22.0 | 15.3

The listing continues.
molecule	CHOP inhibitor	EP2 antag	NPY Y1 blocker	EP2 mod	TRPN1 ag	TRPML3 agonist	14-3-3 Bad inh	PPC-1+TRAIL kill	NPY-Y1 PAM-ag
O=c1[nH]c(=S)n(Cc2ccc(F)cc2)c(O)c1C=NCC1CCCO1 (configuration not stated)	11.3	5.9	6.5	9.6	-0.1	0.6	-21.5[fluorescence artefact?]	-14.3	-27.3
Cc1cccn2c(NCC3CCCO3)c(C(C)C)nc12 (configuration not stated)	-5.4	6.3	2.8	12.7	0.7	0.6	39.0[fluorescence artefact?]	-10.4	7.1
C=CC1CN2CCC1CC2C(OC(C)=O)c1ccnc2ccc(OC)cc12 (configuration not stated)	9.6	12.7	x	-2.2	0.0	1.2	-14.9	-2.6	3.3
O=C(C(=O)N1CCOCC1)c1cn(CCCOc2ccccc2)c2ccccc12	20.4	10.7	3.0	-12.5	0.4	0.4	2.6	15.9	-0.2
CCCOP(=O)(OCCC)C(NC(=O)c1ccccc1)=C(Cl)Cl	-2.7	5.9	-0.6	-18.1	-0.2	-0.3	1.7	27.6	-11.4
CCOC(=O)CC(NC(=O)C(Cc1ccc(N(CCCl)CCCl)cc1)NC(C)=O)C(=O)OCC (configuration not stated)	13.4	7.2	-4.1	-4.3	0.9	0.4	-2.1	x	6.2
c1ccc2nc(OCCN3CC3)ccc2c1	8.7	9.5	x	-19.5	-0.6	0.5	12.1	-3.1	0.0
CCCCn1c(=O)c(C=Nc2ccc(Cl)cc2)c(O)n(Cc2ccco2)c1=O	16.4	1.9	0.5	29.6	1.1	0.0	2.3	-17.6	0.8
COc1ccc(OCC#CCN2CCC(C)CC2)cc1	9.3	4.5	7.7	11.8	-0.8	0.7	10.7	11.9	-11.3
Cc1ccc(CN2CCN(Cc3ccccc3)CC2)cc1	24.8	7.0	3.7	-5.0	0.3	0.1	-3.4	-2.2	12.7
CC1CCC(C(C)C)C(OC(=O)COC(=O)c2ccccc2N)C1 (configuration not stated)	60.6	8.8	17.5	47.1	0.4	0.3	-5.1	24.8	-34.4
O=C(c1ccc(CS(=O)(=O)c2ccc(Br)cc2)o1)N1CCC2(CC1)OCCO2	25.4	10.2	1.1	-13.4	-0.3	-0.3	8.7	-1.4	5.8
Cc1ccc(S(=O)(=O)N2CCCC2c2cccnc2)cc1 (configuration not stated)	2.6	3.0	x	7.8	0.7	0.4	10.5	16.9	11.7
C=CCN1CC[C@]23c4c5ccc(O)c4O[C@H]2C(=O)CC[C@@]3(O)[C@H]1C5	12.5	21.0	-2.4	16.1	-0.6	0.7	-7.8	-3.5	8.9
O=P(Nc1ccccc1)(Nc1ccccc1)Oc1ccc(Cl)cc1	-25.5	x	-2.4	-19.6	-1.0	-1.2	-3.9	20.0	41.0*
COc1ccccc1N1CCN(Cc2ccccc2Cl)CC1	54.8	5.0	3.9	10.8	-0.3	-1.2	32.4	-22.9	-3.8
O=P(/C(=N/O)N1CCCCC1)(N1CCOCC1)N1CCOCC1	-15.1	15.6	2.4	17.7	1.1	0.5	7.6	-1.5	-12.2

Screens deposited in PubChem by several laboratories.

These rows are one share of the data, so the mix of outcomes need not match the whole.
